TNF death inh = inhibitors of TNF-alpha triggered necroptosis, primary screen, cell-based, Jurkat FADD-/-, single concentration; Jurkat FADD-/- TNF necroptosis rescue, ATP luminescence, 24 h; 0 = TNF only, 100 = no-TNF cells; AID 463075, 2010; activation (protection from cell death), % at 10 µM; actives 0.068% (n = 220,000);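 active means activation, meaning protection from cell death, of at least 50% relative to plate controls; inactive means activation below 50%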;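 further: necroptosis triggered by 40 ng/mL TNF-alpha added together with compound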
PPC-1+TRAIL kill = compounds killing PPC-1 cancer cells with TRAIL present, primary screen, TRAIL potentiator project, ATPLite luminescence, uHTS; cell killing (% activity), % at 4 µM; actives 0.41% (n = 220,000); PPC-1 cells + TRAIL, ATPLite viability luminescence; AID 1443, 2008;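 active means cell killing above 50% in the first pass at 4 µM, then a duplicate retest at 5 µM averaging 50% or more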;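 further: plate controls were cells with TRAIL plus DMSO for no effect and medium-only wells lacking cells for full effect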
CHOP inhibitor = inhibitors of CHOP promoter induction, primary screen, cell-based, unfolded protein response, luciferase reporter | CHO-K1 CHOP-promoter luciferase, tunicamycin-induced, 15-18 h | inhibition, % at 10 µM | actives 3.8% (n = 220,000) | AID 2732, 2010;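 active means compounds that reduced the stress-induced luciferase reporter signal by more than about 70% of percent inhibition, limit read from the data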;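 further: 0% = tunicamycin plus vehicle and 100% = wells without tunicamycin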
TRPML3 agonist = human TRPML3 channel agonists, primary screen, cell-based, HEK293 TRPML3-YFP, Fluo-8 calcium fluorescence, 3 µM | activation, % at 3 µM | 100% = the carbachol control signal | Mucolipin-3 (Homo sapiens), Q8TDD5 | actives 0.29% (n = 220,000) | AID 1448, 2008;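 active means activation above its plate's cutoff, the mean activation of the plate's test wells plus 3 SD, cut at about 12% in these data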;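 further: 0% = DMSO only wells and 100% = carbachol wells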
Target sequence (Q8TDD5 whole entry, looked up): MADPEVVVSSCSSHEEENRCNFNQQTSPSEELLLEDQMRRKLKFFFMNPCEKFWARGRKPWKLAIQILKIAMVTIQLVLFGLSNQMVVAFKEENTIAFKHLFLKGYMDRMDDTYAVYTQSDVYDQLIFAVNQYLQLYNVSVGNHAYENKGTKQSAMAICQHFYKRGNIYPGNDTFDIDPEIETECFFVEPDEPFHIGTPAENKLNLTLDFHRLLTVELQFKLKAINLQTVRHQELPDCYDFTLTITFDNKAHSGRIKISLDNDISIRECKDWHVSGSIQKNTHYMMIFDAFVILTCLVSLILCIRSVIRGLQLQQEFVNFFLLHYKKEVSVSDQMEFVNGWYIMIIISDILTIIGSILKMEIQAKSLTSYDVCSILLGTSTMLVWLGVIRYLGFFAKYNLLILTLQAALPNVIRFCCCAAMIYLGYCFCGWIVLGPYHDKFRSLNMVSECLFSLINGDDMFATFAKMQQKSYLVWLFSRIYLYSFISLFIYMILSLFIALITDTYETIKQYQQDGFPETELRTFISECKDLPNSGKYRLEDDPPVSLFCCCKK
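Material: TRPML3-YFP stable HEK293 cells | Dosing: One concentration, 3 µM nominal, 0.3% DMSO | Timing: 125 s total fluorescence read per well | Technique: Fluo-8 calcium dye fluorescence, ex 470-495, em 515-575 nm | Measure: Percent activation from peak-to-basal fluorescence ratio, scaled between DMSO and carbachol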
Ba/F3 V617F tox = reduced viability of JAK2V617F-dependent Ba/F3 cells, primary screen, JAK2V617F inhibitor project, cell-based, Ba/F3 EpoR-JAK2V617F, luminescence. ATP luminescence. actives 1.1% (n = 220,000). inhibition, % at 5.6 µM;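 active means inhibition above the campaign mean plus 3 SD over all tested compounds, cut at about 24% in these data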;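 further: cytokine-independent growth of Ba/F3 cells driven by EpoR plus mutant JAK2; 0% = DMSO-treated cells and 100% = JAK inhibitor I control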
BaF3 tox = parental Ba/F3 cell viability inhibition, counter-screen for JAK2V617F inhibitor project, murine pro-B, CellTiter-Glo luminescence; CellTiter-Glo ATP luminescence; inhibition, % at 5.6 µM; actives 1.1% (n = 220,000); AID 1486, 2009;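 active means inhibition above a per-campaign cutoff, the mean inhibition of all tested compounds plus 3 SD, cut at about 27% in these data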;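 further: 0% = DMSO wells and 100% = JAK Inhibitor I control wells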
Wee1 stabilizer = Wee1 degradation inhibitors, primary screen, cell-based, HeLa, Wee1K328M-luciferase, luminescence; HeLa Luc-Wee1K328M stability; 100% = proteasome inhibitor MG132 effect; actives 1.2% (n = 220,000); reporter increase, % at 5 µM; AID 1321, 2008;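 active means activation above the mean of all tested compounds plus 3 SD, set per screening run, cut at about 8.8% in these data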;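 further: cells exposed to compound for 20 h before luminescence read; 0% = DMSO alone and 100% = MG132 at 30 µM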
zfTRPN1 agonist = zebrafish TRPN1 channel agonists, primary screen, cell-based, HEK293, calcium fluorescence; transient receptor potential cation channel N1 (TRPN1/NompC), Danio rerio; HEK293 zebrafish TRPN1-YFP, Fluo-8 calcium fluorescence; 100% = response to 87 µM carbachol; AID 1424, 2008; actives 0.18% (n = 220,000); activation, % at 3 µM;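 active means activation above its plate's cutoff, the mean activation of test wells on that plate plus 3 SD, cut at about 19% in these data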;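 further: 0% = DMSO alone and 100% = 87 µM carbachol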
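Control set: carbachol 87 µM as high control, DMSO as low control; system: HEK293 stable line with zebrafish TRPN1-YFP; read-out: % activation versus carbachol response; detection: intracellular calcium fluorescence with Fluo-8; doses: single test compound dose, 3 µM nominal, 0.3% DMSO; schedule: dye 1 h 37 °C plus 30 min RT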
RBBP9 inh = human RBBP9 inhibitors, primary screen, biochemical, fluorescence polarization, FP-Rh probe, HTS; Serine hydrolase RBBP9 (Homo sapiens), O75884; recombinant RBBP9; inhibition, % at 7.94 µM; actives 0.2% (n = 220,000); AID 1515, 2009;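 active means inhibition above the campaign mean of all tested compounds plus 3 SD, cut at about 14% in these data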;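 further: plate controls were DMSO wells with RBBP9 for no effect and wells lacking RBBP9 protein for full effect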
Target sequence (O75884 whole entry, looked up): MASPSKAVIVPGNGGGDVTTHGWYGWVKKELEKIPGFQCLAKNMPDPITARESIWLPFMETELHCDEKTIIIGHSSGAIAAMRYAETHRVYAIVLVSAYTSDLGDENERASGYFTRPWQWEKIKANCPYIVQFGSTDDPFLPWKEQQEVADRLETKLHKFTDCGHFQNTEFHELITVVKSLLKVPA
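System: RBBP9 protein | Quantity: 2.5 µM RBBP9 dispensing solution, before mixing | Reagent: FP-Rh probe, 375 nM dispensing solution | Timing: Enzyme-compound preincubation 30 min, then probe labeling 45 min, 25 °C | Measured by: Fluorescence polarization | Read-out: % inhibition | Replication: One well per compound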
* = called active by the depositor; . = not tested or not shown.

A first look (6 entries):
1. Cc1cc(N2C(=O)c3ccc(C(=O)NCc4ccccc4)cc3C2=O)no1
2. O=C(NC(=S)Nc1ccc2oc(-c3cccnc3)nc2c1)c1cccc(Cl)c1
3. CCOC(=O)c1ccc2c(c1)N(CC)/C(=C\C=C1/SC(=S)N(CC)C1=O)N2CC
4. O=C(NCc1nnc(SCC(=O)N2CCCCCC2)o1)c1ccco1
5. Cc1ccc(NC(=O)NCCc2ccc(S(N)(=O)=O)cc2)cc1
6. Cc1ccccc1C(=O)N1CCc2c([nH]c3ccccc23)C1C(F)(F)F (configuration not stated)

assay / compound | 1 | 2 | 3 | 4 | 5 | 6
TNF death inh | -0.6 | -5.8 | -9.3 | 0.4 | -0.2 | 1.9
PPC-1+TRAIL kill | . | 32 | . | 15 | 1 | 9
CHOP inhibitor | 26 | 99* | . | 25 | 44 | 30
TRPML3 agonist | -0.1 | 0.6 | 0.2 | 0.5 | 1.0 | -0.2
Ba/F3 V617F tox | 5 | -2 | 3 | 0 | 1 | -3
BaF3 tox | 3 | 3 | 2 | 4 | 1 | 4
Wee1 stabilizer | 2 | 3 | 0 | -1 | -2 | 5
zfTRPN1 agonist | -0.1 | 1.8 | 0.1 | -0.1 | 0.3 | -0.5
RBBP9 inh | -3 | -4 | -12 | -10 | -2 | -6

Results, from the first entry:
1. Cc1cc(N2C(=O)c3ccc(C(=O)NCc4ccccc4)cc3C2=O)no1
2. O=C(NC(=S)Nc1ccc2oc(-c3cccnc3)nc2c1)c1cccc(Cl)c1
3. CCOC(=O)c1ccc2c(c1)N(CC)/C(=C\C=C1/SC(=S)N(CC)C1=O)N2CC
4. O=C(NCc1nnc(SCC(=O)N2CCCCCC2)o1)c1ccco1
5. Cc1ccc(NC(=O)NCCc2ccc(S(N)(=O)=O)cc2)cc1
6. Cc1ccccc1C(=O)N1CCc2c([nH]c3ccccc23)C1C(F)(F)F (configuration not stated)
7. Cn1cnc([N+](=O)[O-])c1Nc1cccc(O)c1
8. CCOC(=O)C1C(c2cc(OC)c(O)c(OC)c2)NC(=S)NC1(O)C(F)(F)F (configuration not stated)

assay / compound | 1 | 2 | 3 | 4 | 5 | 6 | 7 | 8
TNF death inh | -0.6 | -5.8 | -9.3 | 0.4 | -0.2 | 1.9 | -2.5 | 1.1
PPC-1+TRAIL kill | . | 32 | . | 15 | 1 | 9 | 16 | 53*
CHOP inhibitor | 26 | 99* | . | 25 | 44 | 30 | -19 | 7
TRPML3 agonist | -0.1 | 0.6 | 0.2 | 0.5 | 1.0 | -0.2 | 1.1 | 0.4
Ba/F3 V617F tox | 5 | -2 | 3 | 0 | 1 | -3 | 0 | 5
BaF3 tox | 3 | 3 | 2 | 4 | 1 | 4 | 2 | 10
Wee1 stabilizer | 2 | 3 | 0 | -1 | -2 | 5 | -1 | 1
zfTRPN1 agonist | -0.1 | 1.8 | 0.1 | -0.1 | 0.3 | -0.5 | 1.3 | 0.9
RBBP9 inh | -3 | -4 | -12 | -10 | -2 | -6 | -1 | -6

Compound profiles, as listed above:
`CCOC(=O)C1C(c2cc(OC)c(O)c(OC)c2)NC(=S)NC1(O)C(F)(F)F` (configuration not stated) in the list: TNF death inh = 1.1; PPC-1+TRAIL kill = 53*; CHOP inhibitor = 7; TRPML3 agonist = 0.4; Ba/F3 V617F tox = 5; BaF3 tox = 10; Wee1 stabilizer = 1; zfTRPN1 agonist = 0.9; RBBP9 inh = -6
`Cc1cc(N2C(=O)c3ccc(C(=O)NCc4ccccc4)cc3C2=O)no1` in the list: TNF death inh = -0.6; PPC-1+TRAIL kill = .; CHOP inhibitor = 26; TRPML3 agonist = -0.1; Ba/F3 V617F tox = 5; BaF3 tox = 3; Wee1 stabilizer = 2; zfTRPN1 agonist = -0.1; RBBP9 inh = -3

Further structures.
9. CCc1cccc(CC)c1NC(=S)NCCc1ccc(O)c(O)c1
10. CCOC(=O)c1cc(=O)c2ccc(OCC(=O)Nc3ccccc3)cc2o1
11. C=CCc1ccc(OCCCN2CCCC(C)C2)c(OC)c1 (configuration not stated)
12. O=C(CSc1ccccc1F)NC1CCS(=O)(=O)C1 (configuration not stated)
13. COc1ccc(CCNC(=O)C23CN(Cc4ccccc4)CC2C(c2cccc([N+](=O)[O-])c2)=NO3)cc1 (configuration not stated)
14. COc1ccc(NCC(=O)N/N=C/C2CCCCC2)cc1
15. O=C(Nc1nnc(SCc2ccccc2Cl)s1)c1cccc([N+](=O)[O-])c1
16. CCN(CC)c1nc(Oc2ccc(=O)[nH]n2)nc(N2CCOCC2)n1

assay / compound | 9 | 10 | 11 | 12 | 13 | 14 | 15 | 16
TNF death inh | -7.7 | 0.3 | 0.3 | 0.3 | -1.3 | 1.9 | 0.4 | 0.1
PPC-1+TRAIL kill | -4 | -2 | 29 | 9 | 15 | 4 | 2 | 19
CHOP inhibitor | -5 | -7 | 14 | 1 | 38 | 7 | 28 | -36
TRPML3 agonist | -0.5 | -0.4 | 0.1 | 0.5 | -0.5 | -0.1 | 0.9 | 0.9
Ba/F3 V617F tox | -7 | 6 | 0 | -1 | -1 | -3 | -1 | 0
BaF3 tox | 2 | 1 | 4 | 1 | 3 | 0 | 1 | 6
Wee1 stabilizer | 6 | 2 | -3 | 12* | 0 | -1 | -3 | 0
zfTRPN1 agonist | -3.2 | 2.0 | -0.9 | 0.5 | -0.2 | -1.5 | 0.0 | 0.6
RBBP9 inh | -2 | -3 | 7 | -2 | -4 | -8 | 0 | -1

17. CCOc1ccc(N2C(=O)S/C(=C\c3ccc(O)c(OC)c3)C2=O)cc1
18. CC(=O)NC(c1ccccc1)c1c(O)ccc2ccccc12 (configuration not stated)
19. CCOC(=O)CCCSc1nc2sc(C)c(C)c2c(=O)[nH]1
20. CCOc1cc(CNCCc2c[nH]c3ccccc23)cc(Cl)c1OCC(N)=O
21. COCCn1c(C2CCCCC2)nc2sc3ccccc3c(=O)c2c1=O
22. O=c1[nH]c2ccccc2n2c(-c3ccncc3)nnc12
23. O=c1c(-c2nc3ccccc3s2)cccn1Cc1ccc(Cl)c(Cl)c1
24. CCCOc1ccc(/C(O)=C2/C(=O)C(=O)N(CCN(C)C)C2c2ccc(O)c(OC)c2)cc1 (configuration not stated)
25. COc1ccc(CN2C(=O)c3ccccc3C2C(=O)NC2CCCC2)c(OC)c1 (configuration not stated)

assay / compound | 17 | 18 | 19 | 20 | 21 | 22 | 23 | 24 | 25
TNF death inh | 1.2 | -1.2 | 4.0 | 4.9 | -2.0 | 0.0 | -0.3 | 2.3 | 0.7
PPC-1+TRAIL kill | 0 | . | 14 | 24 | -7 | -11 | 16 | -14 | 9
CHOP inhibitor | -1 | -18 | 21 | 6 | 92* | 5 | 43 | 28 | 6
TRPML3 agonist | 0.7 | 0.4 | 0.6 | 1.0 | 0.8 | 1.2 | 0.7 | 1.0 | 0.7
Ba/F3 V617F tox | -2 | -1 | -3 | -4 | -2 | -6 | 0 | -1 | 0
BaF3 tox | -1 | 8 | 2 | 1 | 7 | -3 | 4 | 12 | 6
Wee1 stabilizer | 0 | -1 | -2 | 0 | 1 | -1 | -2 | -1 | -3
zfTRPN1 agonist | 2.2 | 1.7 | -0.1 | 1.1 | 0.6 | 0.3 | 0.1 | 3.1 | -1.0
RBBP9 inh | -6 | 16* | -5 | -4 | -9 | 3 | 2 | 7 | -5
